ERK EGF block: blocks ERK signaling stimulated by EGF | HEK293-V1b, EGF-stimulated phospho-ERK AlphaScreen | 130,000 compounds, 0.41% hits | Potency, µM (titrated, usually from 11.5 µM), inactives show top-dose activity change, negative = inhibition, most hits filed as inhibitors | AID 1454; active = well fitted inhibition curve with a large enough effect; inconclusive = small, poorly fitted or top-dose-only effect, or effect the other way;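 note: plate controls were stimulated vehicle wells for no effect and unstimulated vehicle basal for full effect; nearly all actives have a fitted effect of over 55% in size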
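In this qHTS, HEK293 cells with stable type-1 vasopressin (V1b) receptor were exposed to compound at 37C for 30 min, stimulated 5 min with EGF at 25 nM, lysed, and probed for phospho-ERK by AlphaScreen.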
Starred values were filed as active, the others as inactive; ? = inconclusive; [ ] = dose if it differs, or a comment. Potency is the fitted concentration of half-maximal effect. Only part of the results is shown, so the mix of outcomes need not match the whole.

Compound	ERK EGF block
COc1ccc(F)cc1C(=O)C1CCCN(Cc2ccc(Sc3nncn3C)o2)C1 (configuration not stated)	-1%
O=C(Nc1ccccc1)Nc1nc2ccccc2s1	7%
N#Cc1c(Cl)nsc1NC(=O)c1ccccc1	-4%
Cc1ccnc(SCc2cc(=O)c(OC(=O)c3ccco3)co2)n1	-4%
Cc1ccccc1Cn1ccc(NC(=O)c2nn(C)cc2[N+](=O)[O-])n1	-4%
CN(C)c1ccc(/C=N/N2C(=O)c3ccccc3C2=O)cc1	4%[57.5 µM]
CC(=O)c1cccc(NC(=O)C(C)OC(=O)CNC(=O)c2ccc(C)s2)c1 (configuration not stated)	1%
COc1cc(N)c(Cc2nccc3cc(OC)c(OC)cc23)cc1OC	-9%
COc1ccc(N(CCCN2C(=O)c3cccc4cccc(c34)C2=O)C(=O)c2ccncc2)cc1	-2%
Cc1ccccc1CN(c1ccc(C(=O)NCC2CCCO2)cc1)S(C)(=O)=O (configuration not stated)	-7%
O=C(O)CCC(=O)NNC(=O)c1ccc(Br)cc1	3%
Cc1ccc(OCC(=O)N2CCOCC2)c([N+](=O)[O-])n1	-9%[57.5 µM]
COc1ccc2c(c1)CCc1cnc(N)nc1-2	-4%
O=C(Nc1nc2ccccc2s1)c1ccc2c(c1)OCO2	3%
Cc1ccsc1/C=N/NC(=S)NCCc1ccccc1	1%
Oc1ccc(N=Nc2cccc(C(F)(F)F)c2)cc1C=Nc1ccc(N2CCOCC2)cc1	-1%
CCOc1cc(/C=C2/NC(=O)N(CC(=O)OC)C2=O)ccc1O	6%
Cc1ccc(NC2=NCC(=O)N2C2CCCC2)c(C)c1	6%
COc1ccccc1C(=O)N=C1NC(=O)CC2C(=O)NCCN12 (configuration not stated)	-21%[57.5 µM]
Cc1ccc(-c2cc(C(=O)OCC(=O)N(C)C3CCS(=O)(=O)C3)c3ccccc3n2)c(C)c1 (configuration not stated)	2%
OC[C@H]1O[C@H](n2cnc3c(NC4CCCC4)nc(Cl)nc32)[C@@H](O)[C@@H]1O	-6%
COc1cc(C(=O)NC(=S)Nc2nccs2)cc(OC)c1OC	4%
N=C1SC(c2ccccc2)C(=O)N1c1ncc(Cc2ccccc2)s1 (configuration not stated)	3%
Cn1cc(CN2CCN(Cc3ccccc3)C(CCO)C2)c(-c2ccccc2)n1 (configuration not stated)	0%
O=C(/C=C/c1cccc([N+](=O)[O-])c1)Nc1cccc(NC(=O)c2cccs2)c1	4%
COc1ccc(C(=O)n2cc(C(=O)c3cc(C)ccc3O)cn2)cc1OC	2%
Cc1c(Cl)cccc1NC(=S)N(CCN(C)C)C(C)c1ccccn1 (configuration not stated)	-9%
COc1cc(CCc2ccc3c(c2)OCO3)oc(=O)c1	-6%[57.5 µM]
Cc1cc(C)n(C(=O)c2cc(F)c(F)cc2C)n1	1%
O=C(Cc1noc2ccccc12)NNC(=S)Nc1ccccc1	-3%
COc1cc(/C=C2\SC(=O)N(CCNC(=O)c3cnc(C)cn3)C2=O)cc(OC)c1OC	1%
CN(C)c1ccc(CNc2nc(-c3ccccc3)nn2S(C)(=O)=O)cc1	-7%
COc1ccc(NC(=S)N(CCc2c(C)[nH]c3ccc(C)cc23)Cc2cccnc2)cc1	-4%
O=C(CSc1nnnn1-c1cccc2c1CCCC2)N1CCCCC1	12%
CCOc1ccccc1OCCOCCOc1c(Cl)cccc1Cl	6%
CSC1=NC(C)(C)C=C(/C=C/c2ccc(Cl)cc2)N1	-7%
O=C(NC1CCCCC1)C(=S)NCCc1ccccc1	2%
COc1cc(C(=O)OCC#N)ccc1OCc1c(C)noc1C	8%[57.5 µM]
CCOCCCNC(=O)c1ccc2c(=O)n(Cc3ccc(OC)cc3)c(=O)[nH]c2c1	1%
CN(C)CC(C)(C)CNS(=O)(=O)c1ccc(Cl)cc1	2%
CC1=CC(=O)[C@@H]2C[C@H]1C2(C)C	-8%
O=c1nc(N2CCOCC2)ccn1-c1nc(-c2ccccc2)sc1-c1ccccc1	7%[57.5 µM]
CSS(=O)(=O)c1cccc2cccnc12	?
CN(C(=O)CSc1nnc(-c2ccccc2)c(-c2ccccc2)n1)C1CCS(=O)(=O)C1 (configuration not stated)	0%
Cc1cc(C)c(OCC(=O)N(Cc2ccc(N(C)C)cc2)C2CCS(=O)(=O)C2)c(C)c1 (configuration not stated)	-12%[57.5 µM]
CN(C)CCCNC1=CC(=O)CC(c2ccccc2)C1 (configuration not stated)	2%
O=C(C(c1ccccc1)c1ccccc1)N1CCCc2ccccc21	-4%
CCN(CC)S(=O)(=O)c1cccc(NC2=NCC(C)S2)c1 (configuration not stated)	3%
CC(=O)c1ccc(N2CCN(CC(=O)Nc3cc(C)on3)CC2)cc1	-2%
C/C(=N\NC(=O)CCc1c[nH]c2ccccc12)c1ccc([N+](=O)[O-])cc1	10%
CCOC(=O)c1ccc(NC(=O)CCc2c(C)nc3ncnn3c2C)cc1	0%
CNC(=O)c1cc2c(s1)CCCCCC2	-3%
CCOc1ccc(OCC)c(NC(=O)CSCCc2ccccn2)c1	-9%[57.5 µM]
CC(=O)CCc1ccc(OCC(O)CNC2CCCc3ccccc32)cc1 (configuration not stated)	-6%
Cc1ccc(OCc2nc(-c3cccnc3)no2)cc1C	-1%[57.5 µM]
O=C(COc1ccccc1)N/N=C/c1ccc([N+](=O)[O-])o1	7%
Cc1c(Br)c([N+](=O)[O-])nn1CCCC(=O)Nc1c(C)n(C)n(-c2ccccc2)c1=O	-13%
O=S(=O)(/N=C(/Nc1ccc(Cl)cc1Cl)c1ccccc1)c1cccs1	1%
CCCCC(=O)Nc1nc2ccc3nc(C)sc3c2s1	4%
COc1ccc(N2CC(NC(=O)NCC(C)C)CC2=O)cc1 (configuration not stated)	-13%

Going on with the list:
Compound	ERK EGF block
COc1ccc(CNC(=O)COC(=O)C2CC3C=CC2C3)cc1 (configuration not stated)	16%
Cc1ccc(NC(=O)C2CCN(c3cnccn3)CC2)cc1C	-9%
N#CCCN1CCN(C(=O)c2c(N)no[n+]2[O-])CC1	7%
CCOC(=O)Nc1sc2c(c1C(N)=O)CCC(C)C2 (configuration not stated)	-11%
O=C(O)c1ccc(/C=N/N2CCN(Cc3ccccc3)CC2)cc1	-12%
Cc1cc(C)c(S(=O)(=O)Nc2ccccc2-c2ccccc2)c(C)c1	-4%
O=C(Nc1cc2c(cc1Cl)OCCCO2)c1ccco1	0%
Fc1ccc(C2=Nn3c(nnc3-c3ccco3)SC2)cc1	-10%[57.5 µM]
O=C(O)c1ccccc1-n1cnnn1	-3%[57.5 µM]
O=C(CNS(=O)(=O)c1c(Cl)cccc1Cl)OCC(=O)N1CCN(c2ccccc2)CC1	4%
Cc1cccc(-c2cc3nc(C)c(C)c(NCCCn4ccnc4)n3n2)c1	32µM*
S=C(NCCN1CCOCC1)Nc1cccc2ccccc12	13%
O=C(CNC(=O)/C(=C/c1ccccc1)NC(=O)c1ccc(Br)cc1)OCc1ccccc1	-5%
COC(=O)CC(N)c1ccc(Br)cc1 (configuration not stated)	-4%
C/C=C\C=C/C(=O)Nc1cccc(C2=NOC3(C2)C[C@H](C(N)=O)N(C(=O)Cc2ccc([N+](=O)[O-])cc2)C3)c1 (some centres not stated)	4%[57.5 µM]

The list goes on.
| molecule | ERK EGF block |
| --- | --- |
| CCN(CC)c1ccc(/C=N/NC(=O)Cc2ccc(OC)c(OC)c2)cc1 | 5%[57.5 µM] |
| O=C(O)c1ccc(Nc2cc(Cl)c3nonc3c2[N+](=O)[O-])cc1 | 6% |
| Cc1ccc(-c2nnc(Nc3ccc4c(c3)OCO4)c3ccccc23)cc1S(N)(=O)=O | 10% |
| C#CCOCCOCCOCCNc1nc(N2CCN(C(=O)C([C@@H](C)CC)n3cc(C(N)CO)nn3)CC2)nc(N2CCN(C(=O)[C@H](CCC(=O)O)n3cc(C(N)CC(C)C)nn3)CC2)n1 (some centres not stated) | -6%[57.5 µM] |
| CCN(CC)CCOc1ccc(/C(=C(\Cl)c2ccccc2)c2ccccc2)cc1 | ? |
| O=C(/C=C/c1cccs1)N1CCCCC1 | 5% |
| Cc1[nH][nH]c(=O)c1C(c1ccc(O)c([N+](=O)[O-])c1)c1c(C)[nH][nH]c1=O | -2% |
| S=C1NCCOCCNC(=S)NCCOCCOCCOCCN1 | 1% |
| Clc1ccc(Nc2cc(-c3ccccc3)nc3ncnn23)cc1 | 4%[57.5 µM] |
| Cn1ccnc1-c1nc2ccccc2[nH]c1=O | -13% |
| Cc1ccc(-c2nn(CC(C)(C)C)c3ncnc(N)c23)cc1 | -5% |
| CCC(=O)N(Cc1cc2ccc(C)cc2n2nnnc12)C1CCCCC1 | 0% |
| COc1ccc(-c2ccc(SCC(=O)c3ccc(F)cc3)nn2)cc1OC | 11% |
| CCc1nc(SCC(=O)Nc2ccc(OC)cc2[N+](=O)[O-])n[nH]1 | 6%[57.5 µM] |
| CCN(Cc1ccccc1)C(=O)C(C)OC(=O)c1cc(S(=O)(=O)Nc2c(C)n(C)n(-c3ccccc3)c2=O)ccc1C (configuration not stated) | -5% |
| CCOC(=O)/C(C#N)=C/c1cccn1-c1ccc(Cl)cc1 | 0%[57.5 µM] |
| Oc1ccc(/C=N/Nc2ncnc3c2ncn3Cc2ccccc2)cc1O | 2% |
| CCCCCC(=O)Nc1ccc(S(=O)(=O)Nc2nccc(C)n2)cc1 | 5% |
| Cc1nnsc1-c1nnc(SCC(=O)c2ccc(C#N)cc2)n1C1CC1 | -3%[57.5 µM] |
| O=C(c1cn(-c2ccccc2)nc1-c1ccc(F)cc1)N1CCCCC1 | 6% |
| COc1cc(S(=O)(=O)NCc2ccncc2)c(OC)cc1Cl | -5% |
| COc1cc(/C=N/NC(=O)C2COc3ccccc3O2)cc(OC)c1OC (configuration not stated) | 13% |
| CCCCNC(=O)Cc1ccc(Br)cc1 | -6% |
| Cc1cccc(C(=O)NCc2nnc(SCc3ccc(F)cc3)n2C)c1 | 1% |
| Cc1cccc(C)c1NC(=S)N=Nc1c(O)n(C)c2ccc(S(=O)(=O)N3CCOCC3)cc12 | 7% |
| O=C(NNc1cc(Cl)ccc1Cl)c1cccnc1Cl | 2% |
| Cc1noc(C)c1C(=O)N1CCC2(CCN(Cc3ccncc3)CC2)CC1 | 4% |
| COc1ccc2[nH]c3c(NCCC4=CCCCC4)ncnc3c2c1 | 20µM* |
| CCOC(=O)C1CCN(C(=O)c2cccc(S(=O)(=O)Nc3ccc(C)cc3C)c2)CC1 | -3% |
| Cn1c(C(=O)OC(C(=O)NC(C)(C)C)c2cccnc2)cc2sccc21 (configuration not stated) | -5% |
| CCC(=O)Nc1c2c(nn1-c1cccc(Cl)c1)CSC2 | -2% |
| Cc1nc(-c2nc(-c3c(C(=O)NN)noc3C)cs2)cs1 | 1% |
| COCCCn1cc(C(=O)c2cc(Br)ccc2O)cc(C#N)c1=O | -12% |
| COC(=O)c1c(C)[nH]c(C)c1C(C)=O | -7%[57.5 µM] |
| Cc1ccc(CNC(=O)Cc2ccc(-n3cccc3)cc2)cc1 | 6% |
| Cc1ccc2nc(COc3ccc(N(C)S(=O)(=O)c4ccccc4)cc3)cc(=O)n2c1 | ? |
| CC(C)n1c(-c2ccccc2)nc(=S)c2c1CCCC2 | -8% |
| CCOC(=O)C(=CNc1cc(C)ccn1)C(=O)OCC | 2% |
| O=S(=O)(NCC1CCCO1)c1ccc(Cl)nc1 (configuration not stated) | -23%[57.5 µM] |
| Cc1ccc(SC[C@H](Cc2ccccc2)N2CCN(CCc3ccccc3)CCC2=O)cc1 | -8%[57.5 µM] |
| COc1ccc(C(=O)OCC2CC(c3ccccc3)=NO2)cc1OC (configuration not stated) | -5% |
| CCOC(=O)c1c(C)[nH]c(C)c1C(=O)CSc1nc2ccccc2c(=O)n1-c1ccc(C)cc1 | -1% |
| CC(=O)NC(=S)Nc1cccc2c(C)cc(C)nc12 | 39% |
| COc1ccc(NC(=O)c2ccc(C(=O)Nc3ccc(OC)cc3OC)cc2)c(OC)c1 | 3% |
| CCCCONc1ncnc2nonc12 | 3% |
| COc1ccc(-c2cn(-c3cccc(C)c3)c(=O)[nH]2)cc1OC | 1% |
| O=C1c2cccc3cccc(c23)C(=O)N1CCN1CCN(C(=S)Nc2ccccc2)CC1 | -5% |
| Nc1ccc(CCNc2ncnc3c2ncn3C2OC(CO)C(O)C2O)cc1 (configuration not stated) | 16% |
| Cc1ccc(C(=O)Cc2nnc(C)s2)cc1 | -8% |
